From PubChem
p97 ATPase inh = inhibitors of human p97 ATPase, primary screen, biochemical; recombinant p97 ATPase, Kinase-Glo ATP luminescence, 3 h; Transitional endoplasmic reticulum ATPase (Homo sapiens), P55072; inhibition, % at 8 µM; 0.42% of 220,000 active; in the data active = inhibition above about 15%;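 note: 0% = DMSO vehicle and 100% = wells lacking enzyme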
FXIIa inh = human FXIIa protease inhibitors, primary screen, biochemical, 1536-well. purified FXIIa, Boc-QGR-AMC fluorogenic substrate, 2 h. inhibition, % at 5 µM. 0.3% of 220,000 active; in the data active = inhibition above about 40%;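 note: 0% = enzyme with no compound and 100% = blank without enzyme; many of its hits are not listed in these tables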
FXIa inh = human FXIa protease inhibitors, primary screen, biochemical, 1536-well; Coagulation factor XI (Homo sapiens), P03951; purified FXIa, Boc-Glu-Ala-Arg-AMC fluorogenic substrate; inhibition, % at 5 µM; 0.14% of 220,000 active; AID 798, 2007;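 active = inhibition of at least 40%; inactive = inhibition below 40%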;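 note: fluorescence of freed AMC excited at 355 nm; 0% = enzyme without compound and 100% = no enzyme blank; many of its hits are not listed in these tables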
eIF4E-4G inh = eIF4E–eIF4G protein interaction inhibitors, primary screen, biochemical, uHTS, TR-FRET, eIF4GI fragment | TR-FRET eIF4E-eIF4GI(517-606) binding, 2 h | inhibition, % at 21.7 µM | Eukaryotic translation initiation factor 4E (Mus musculus) + Eukaryotic translation … | 0.37% of 220,000 active;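 active = inhibition above about 30%, limit read from the data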;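 note: 0% = full FRET control wells and 100% = background wells lacking eIF4GI fragment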
Target sequence (P63073 whole entry, looked up, the tested form may be a part): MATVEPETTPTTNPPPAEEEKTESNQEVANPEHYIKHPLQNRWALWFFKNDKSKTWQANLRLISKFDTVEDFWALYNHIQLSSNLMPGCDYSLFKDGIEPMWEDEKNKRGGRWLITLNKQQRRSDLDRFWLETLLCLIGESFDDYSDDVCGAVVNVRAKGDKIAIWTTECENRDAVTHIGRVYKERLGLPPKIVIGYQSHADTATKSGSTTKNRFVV
Target sequence (Q04637 whole entry, looked up, the tested form may be a part): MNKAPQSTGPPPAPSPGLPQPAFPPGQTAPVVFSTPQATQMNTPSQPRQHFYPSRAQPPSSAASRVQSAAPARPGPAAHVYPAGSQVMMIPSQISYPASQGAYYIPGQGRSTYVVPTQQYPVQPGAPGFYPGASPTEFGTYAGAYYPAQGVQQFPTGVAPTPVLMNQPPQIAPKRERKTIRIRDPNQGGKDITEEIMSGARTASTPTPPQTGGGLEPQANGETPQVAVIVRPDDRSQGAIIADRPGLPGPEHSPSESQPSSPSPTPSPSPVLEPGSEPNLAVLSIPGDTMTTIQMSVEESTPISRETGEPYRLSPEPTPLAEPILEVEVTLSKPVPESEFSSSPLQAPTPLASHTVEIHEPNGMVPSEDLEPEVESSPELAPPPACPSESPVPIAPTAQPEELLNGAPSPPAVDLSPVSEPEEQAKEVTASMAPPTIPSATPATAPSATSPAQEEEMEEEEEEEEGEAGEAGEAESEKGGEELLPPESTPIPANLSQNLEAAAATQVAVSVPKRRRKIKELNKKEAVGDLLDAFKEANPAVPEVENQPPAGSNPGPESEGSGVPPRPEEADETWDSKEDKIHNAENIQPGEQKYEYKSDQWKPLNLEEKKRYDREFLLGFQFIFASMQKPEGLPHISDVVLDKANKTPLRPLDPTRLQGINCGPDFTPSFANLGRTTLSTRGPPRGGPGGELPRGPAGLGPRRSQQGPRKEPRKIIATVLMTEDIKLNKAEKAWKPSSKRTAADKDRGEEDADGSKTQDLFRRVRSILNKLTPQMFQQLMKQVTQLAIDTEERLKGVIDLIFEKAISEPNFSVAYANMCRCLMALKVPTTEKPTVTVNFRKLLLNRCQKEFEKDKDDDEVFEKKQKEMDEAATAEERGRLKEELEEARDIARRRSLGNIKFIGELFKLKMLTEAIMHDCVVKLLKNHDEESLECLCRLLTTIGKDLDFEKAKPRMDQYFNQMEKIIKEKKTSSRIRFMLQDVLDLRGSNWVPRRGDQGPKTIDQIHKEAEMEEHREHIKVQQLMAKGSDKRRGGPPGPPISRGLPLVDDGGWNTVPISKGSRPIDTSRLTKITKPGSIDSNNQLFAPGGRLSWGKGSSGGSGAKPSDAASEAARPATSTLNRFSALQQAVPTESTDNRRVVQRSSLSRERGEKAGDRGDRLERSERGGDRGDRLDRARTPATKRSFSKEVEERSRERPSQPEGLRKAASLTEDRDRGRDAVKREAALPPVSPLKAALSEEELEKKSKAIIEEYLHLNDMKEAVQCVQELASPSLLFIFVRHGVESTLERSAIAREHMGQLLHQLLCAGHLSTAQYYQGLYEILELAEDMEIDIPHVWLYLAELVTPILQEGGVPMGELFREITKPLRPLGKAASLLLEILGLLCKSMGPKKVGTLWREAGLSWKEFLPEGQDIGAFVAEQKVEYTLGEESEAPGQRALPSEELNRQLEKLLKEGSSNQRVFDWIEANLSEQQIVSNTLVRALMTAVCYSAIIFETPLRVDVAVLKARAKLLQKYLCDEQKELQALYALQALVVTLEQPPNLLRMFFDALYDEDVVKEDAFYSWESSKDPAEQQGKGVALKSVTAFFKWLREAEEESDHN
14-3-3 Bad PPI = inhibitors of 14-3-3 zeta/Bad binding, primary screen, biochemical, TR-FRET, bovine 14-3-3 zeta; inhibition, % at 21.7 µM; 14-3-3 protein zeta/delta (Bos taurus), P63103; TR-FRET 14-3-3zeta/Dy647-pBad peptide displacement, 1 h; 0.71% of 220,000 active;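 active = inhibition above about 70%, limit read from the data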;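 note: 0% = full 14-3-3 plus peptide FRET controls and 100% = background without 14-3-3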
hK5 inh = human KLK5 protease inhibitors, primary screen, biochemical, 1536-well. AID 873, 2007. 0.59% of 210,000 active. Kallikrein-5 (Homo sapiens), Q9Y337. recombinant hK5, fluorogenic AMC substrate cleavage. inhibition, % at 5 µM;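 active = inhibition of 40% or more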;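 note: 0% = enzyme controls without compound and 100% = no-enzyme blanks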
Wee1 degr inh = Wee1 degradation inhibitors, primary screen, cell-based, HeLa, Wee1K328M-luciferase, luminescence; HeLa Luc-Wee1K328M stability; 100% = proteasome inhibitor MG132 effect; reporter increase, % at 5 µM; 1.2% of 220,000 active; AID 1321, 2008;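 active = activation above the mean of all tested compounds plus 3 SD, set per screening run, cut at about 8.8% in these data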;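 note: cells exposed to compound for 20 h before luminescence read; 0% = DMSO alone and 100% = MG132 at 30 µM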
Mdm2 ligase inh = MDM2-luciferase reporter signal enhancers, primary screen, MDM2 E3 ligase inhibitor project, cell-based, luminescence, 1536-well; signal enhancement, % at 5 µM; E3 ubiquitin-protein ligase Mdm2 (Homo sapiens), Q00987; cell-based MDM2 ubiquitination luciferase reporter, 2 h; 0 = plate control, 100 = twice control, blank-subtracted; 0.11% of 210,000 active;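 active = signal enhancement of 30% or more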;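 note: luminescence tracks abundance of the self-degrading MDM2-luciferase fusion protein; higher signal means inhibition of MDM2 E3 ligase activity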
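Assay system: stable mammalian line carrying autodegrading MDM2–luciferase fusion reporter; Input: 2000 cells in each well; Compound dosing: single-point 5 µM; Schedule: 2 h compound exposure at 37 °C; Signal: SteadyLite luciferase luminescence after 15 min room-temperature reagent incubation; Evaluation: % luminescence enhancement versus blank-corrected plate control mean; Benchmarks: plate controls and plate blanks.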
Rad51 HR inh = human RAD51 strand exchange inhibitors, primary screen, biochemical, fluorescence. DNA repair protein RAD51 homolog 1 (Homo sapiens), Q06609. hRad51 DNA strand exchange, fluorescence dequenching. inhibition, % at 10 µM. 0.085% of 200,000 active. AID 1385, 2008;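 active = inhibition above 40% at the single screening dose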;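 note: 0% = DMSO control wells and 100% = blanks with heterologous ssDNA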
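System: hRad51 filaments on single-stranded DNA; reagent: Fluorescein- and BHQ1-tagged 47-mer duplex; compound dosing: one concentration, 10 µM final; timing: filaments 15 min 37 °C, then compound 30 min; measured by: fluorescein emission 520 nm, excitation 485 nm; benchmarks: per-plate controls and blanks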
An asterisk follows results filed as active; x = not tested or not shown; [ ] = dose if it differs, or a comment.

Every second line gives: FXIa inh, p97 ATPase inh, 14-3-3 Bad PPI, FXIIa inh, Mdm2 ligase inh, hK5 inh, Rad51 HR inh, Wee1 degr inh, eIF4E-4G inh
> CC(C)NC(=S)NC(=O)/C=C/c1cccc2ccccc12
  0, -7, 8[fluorescence artefact?], 3, -11, 4, 9, -2, -33[fluorescence artefact?]
> CCOC(=O)Cc1csc(NC(=O)CSc2nnc(-c3ccc(C)cc3)o2)n1
  2, 0, 2[fluorescence artefact?], 19, -6, -12, -3, -4, -38[fluorescence artefact?]
> Cc1ccc(S(=O)(=O)NCCC(C)C)cc1[N+](=O)[O-]
  -10, -5, -6, 0, -11, -16, -4, 0, -4
> CCNC(=S)NNC(=O)c1cccs1
  7, 4, -12, 17, -27, -10, -4, -1, -1
> COC(=O)C1=CN(C2CC2)C=C(C(=O)OC)C1c1ccccc1OC
  -13, -8, 12, -9, -10, -12, -10, -1, 9
> CCOC(=O)Cc1cc(=O)n2[nH]c(-c3ccc(C)cc3)cc2n1
  -7, 6, -10, -18, -9, -22, -9, 4, -6
> O=C(CSc1nnc(CNC(=O)C23CC4CC(CC(C4)C2)C3)n1-c1ccccc1)Nc1ccc(F)cc1
  2, 7, -2, 12, -26, 7, 1, 4, -3
> FC(F)(F)c1cc(-c2cccs2)n[nH]1
  -4, -6, 4, 7, -16, 7, -1, -1, -2
> CN1C(N)=NC(=O)/C1=C/c1ccc(OC(F)(F)F)cc1
  1, 2, -8, 12, 0, 3, 4, -2, 0
> COc1ccccc1OCCCn1cc(C#N)c2ccccc21
  22, -6, -6, 22, 21, 4, x, -3, 4
> Cc1nc2cccc(C(=O)Oc3ccc([N+](=O)[O-])cc3)c2o1
  -1, 6, -4, 9, -13, -8, -33, 3, 3
> O=C(O)CCCNC(=O)c1cccc(C(=O)NCCCC(=O)O)n1
  3, 4, 2, 10, 3, -12, 19, -2, 0
> CN(C(=O)COC(=O)c1cc(S(=O)(=O)N2CCOCC2)c(Cl)cc1Cl)C1CCS(=O)(=O)C1 (stereo not drawn)
  -2, 6, -9, 4, -33, -5, -11, 4, 5
> Cn1c(=O)c2c(nc(-n3ccnc3)n2Cc2ccccc2)n(C)c1=O
  1, 1, 6, 18, -4, -5, 6, 1, 0
> O=C(CSc1nnnn1-c1ccccc1)CC(=O)Nc1ccc(Cl)cc1
  2, 1, -13, 10, -36, -9, 1, 6, -2
> CNC(=O)c1ccsc1NC(=O)c1coc2ccccc2c1=O
  0, 7, 3, 6, 0, 1, x, 0, 1
> COc1ccc(NC(=O)/C=N/O)cc1
  -1, 3, -13, x, 2, 0, 2, 3, 0
> CC1CCc2nn(CC(=O)N3CCN(C(=O)c4ccco4)CC3)cc2C1 (stereo not drawn)
  4, -2, 13[fluorescence artefact?], 17, -20, -1, 2, -2, 6[fluorescence artefact?]
> O=C(c1c(O)c2ccccc2oc1=O)C1CCC1
  2, -6, 16[fluorescence artefact?], 17, -3, 3, 2, 0, 1[fluorescence artefact?]
> C=CCSc1nc(-c2ccc3c(c2)OCO3)cc(C(F)(F)F)c1C#N
  0, 1, 1, -19, 7, -3, x, 3, 1
> CCOc1cc(/C=N\NC(=O)c2ccc(C)nc2)cc([N+](=O)[O-])c1O
  -3, 1, 4[fluorescence artefact?], 14, -13, -16, 1, 0, 0[fluorescence artefact?]
> NC(N)=NC1=NC(=O)C(Cc2ccccc2)S1 (stereo not drawn)
  -1, -1, 2, 10, -4, 4, -8, 7, 2
> O=C(CC12CC3CC(CC(C3)C1)C2)NCc1ccncc1
  5, -2, -9, 16, -16, -25, -1, -2, -1
> CCCCNc1nc(N)nc(-c2cc(Cl)ccc2O)n1
  1, -2, 1[fluorescence artefact?], 4, -10, -21, x, 14*, -2
> Cc1cccc2sc(NC(=O)CCNS(=O)(=O)c3cccs3)nc12
  0, 2, -3[fluorescence artefact?], -1, -6, -7, -1, 0, 0[fluorescence artefact?]
> CC12C(=O)N(NC(=O)c3ccncc3)C(=O)C1C1C=CC2C1 (stereo not drawn)
  11, 5, 2[fluorescence artefact?], 5, -21, -4, 3, 5, 1
> O=C(Nc1ccc(Cl)cc1)C1c2cccc[n+]2CC(=O)N1Cc1ccc2c(c1)OCO2 (stereo not drawn)
  0, 4, -17, 10, -9, 3, 0, 3, 1
> Cc1nc(NCC2CCCO2)c2nnn(Cc3c(F)cccc3Cl)c2n1 (stereo not drawn)
  3, -10, -1, 10, 11, 9, 1, -2, 3
> CCN1CCN(C(=O)C23CCC(C)(C(=O)C2Br)C3(C)C)CC1 (stereo not drawn)
  3, 3, 7, 6, x, 3, x, -4, -8
> O=C1/C(=C/c2ccc(O)cc2)SC(=S)N1Cc1cccnc1
  -3, 3, -8, -4, 5, -16, -30, -2, 2

2 entries from above, set out differently.
compound | FXIa inh | p97 ATPase inh | 14-3-3 Bad PPI | FXIIa inh | Mdm2 ligase inh | hK5 inh | Rad51 HR inh | Wee1 degr inh | eIF4E-4G inh
Cc1nc(NCC2CCCO2)c2nnn(Cc3c(F)cccc3Cl)c2n1 (stereo not drawn) | 3 | -10 | -1 | 10 | 11 | 9 | 1 | -2 | 3
C=CCSc1nc(-c2ccc3c(c2)OCO3)cc(C(F)(F)F)c1C#N | 0 | 1 | 1 | -19 | 7 | -3 | x | 3 | 1

11 structures out of the list, arranged by SMILES length, ascending.
Every second line gives: FXIa inh, p97 ATPase inh, 14-3-3 Bad PPI, FXIIa inh, Mdm2 ligase inh, hK5 inh, Rad51 HR inh, Wee1 degr inh, eIF4E-4G inh
> COc1ccc(NC(=O)/C=N/O)cc1
  -1, 3, -13, x, 2, 0, 2, 3, 0
> O=C(c1c(O)c2ccccc2oc1=O)C1CCC1
  2, -6, 16[fluorescence artefact?], 17, -3, 3, 2, 0, 1[fluorescence artefact?]
> CCCCNc1nc(N)nc(-c2cc(Cl)ccc2O)n1
  1, -2, 1[fluorescence artefact?], 4, -10, -21, x, 14*, -2
> O=C(CC12CC3CC(CC(C3)C1)C2)NCc1ccncc1
  5, -2, -9, 16, -16, -25, -1, -2, -1
> O=C1/C(=C/c2ccc(O)cc2)SC(=S)N1Cc1cccnc1
  -3, 3, -8, -4, 5, -16, -30, -2, 2
> Cc1cccc2sc(NC(=O)CCNS(=O)(=O)c3cccs3)nc12
  0, 2, -3[fluorescence artefact?], -1, -6, -7, -1, 0, 0[fluorescence artefact?]
> CC12C(=O)N(NC(=O)c3ccncc3)C(=O)C1C1C=CC2C1 (stereo not drawn)
  11, 5, 2[fluorescence artefact?], 5, -21, -4, 3, 5, 1
> CCN1CCN(C(=O)C23CCC(C)(C(=O)C2Br)C3(C)C)CC1 (stereo not drawn)
  3, 3, 7, 6, x, 3, x, -4, -8
> C=CCSc1nc(-c2ccc3c(c2)OCO3)cc(C(F)(F)F)c1C#N
  0, 1, 1, -19, 7, -3, x, 3, 1
> CCOc1cc(/C=N\NC(=O)c2ccc(C)nc2)cc([N+](=O)[O-])c1O
  -3, 1, 4[fluorescence artefact?], 14, -13, -16, 1, 0, 0[fluorescence artefact?]
> O=C(Nc1ccc(Cl)cc1)C1c2cccc[n+]2CC(=O)N1Cc1ccc2c(c1)OCO2 (stereo not drawn)
  0, 4, -17, 10, -9, 3, 0, 3, 1

(listing goes on)
Every second line gives: FXIa inh, p97 ATPase inh, 14-3-3 Bad PPI, FXIIa inh, Mdm2 ligase inh, hK5 inh, Rad51 HR inh, Wee1 degr inh, eIF4E-4G inh
> COC(=O)C1CSC(C(=O)OC)N1C(=O)Nc1ccccc1 (stereo not drawn)
  -4, 2, 7, -6, -11, 3, -2, 1, 4
> COc1ccc(CCn2c(C)c(C(C)=O)c(C(C)=O)c2C)cc1OC
  -4, 3, 1, -6, -7, -7, -10, 0, -2
> O=C(/C=C/c1cn(-c2ccccc2)nc1-c1ccc2c(c1)OCCO2)NCCCN1CCOCC1
  -3, -2, -15, 9, -8, -7, 3, 1, 4
> CC(Sc1ccc(Cl)cc1)C(=O)NCc1cccnc1 (stereo not drawn)
  2, 1, -16, 6, -8, -17, -6, -2, -10
> CC1CC(C)CN(CCOCCSc2ccccc2)C1 (stereo not drawn)
  7, 0, 21[fluorescence artefact?], 14, -14, -3, 10, -1, -2[fluorescence artefact?]
> CC(/C=N/NC(=O)Cc1cccs1)=C\c1ccccc1
  -9, -7, -7, 4, -9, -13, 9, 3, 0
> Cc1cc(F)c(F)c(C(=O)N2CCC(C)CC2)c1Cl
  -3, 3, -15, 7, -4, -9, -10, -2, 2
> Cc1cccc2cc(/C=N/NC(=O)c3ccncc3)c(Cl)nc12
  0, 1, 0, 9, x, 3, 4, -1, -12
> O=C(N[C@@H](Cc1ccccc1)C(=O)O)c1ccc(C(F)(F)F)cc1
  -3, 1, 3, 3, x, 0, 7, 5, 0
> CC1CCc2sc(C(=O)Nc3ccc(C(N)=O)cc3)cc2C1 (stereo not drawn)
  2, 5, -10, 3, -7, 0, x, 1, 2
> O=C(/C=C/c1ccccc1)c1ccccc1O
  7, 9, -2, 16, x, -8, -5, 0, 3
> O=C1Nc2ccc(Br)cc2/C1=N/N=C/C1=C(N2CCOCC2)C(=C\c2ccccc2)/CC1
  5, 2, -3[fluorescence artefact?], 13, -23, -1, 0, 4, 9[fluorescence artefact?]
> CCc1ccc(CCN2C(=O)c3ccccc3C2=O)nc1
  -1, 4, -13, 1, -1, -3, 3, -1, 2
> CCOc1ccc(NC(=O)CSc2nc(C3CC3)nc3ccccc23)cc1
  -1, 3, 13, 9, -13, 1, x, -2, -5
> CN(C)S(=O)(=O)Nc1ccc2c(c1)OCO2
  -9, x, 5[fluorescence artefact?], 1, -5, 11, -1, x, 0[fluorescence artefact?]
> CC(=O)C1=C(O)C(=O)N(CCc2c[nH]c3ccccc23)C1c1ccccc1 (stereo not drawn)
  -5, 3, -9, 4, 2, -2, -1, -1, -1
> O=C1CC(=O)N(Cc2cccs2)C(=O)N1
  -1, 1, 0, 9, -16, 12, -13, -1, 2
> COc1ccc(CNc2ncnc3cc(OC)c(OC)cc23)cc1
  1, 3, 7, 9, 0, 1, 2, -3, 3
> CCc1ccc2c(c1)cc(CN(Cc1ccco1)C(C)=O)c1nnnn12
  -1, 6, 1, 5, -13, -1, -4, 5, 2
> COc1cc(C(=O)NC2CC3CCCC(C2)N3C2CC2)cc(OC)c1OC (stereo not drawn)
  1, 5, -1, 23, 2, -9, 4, -1, -11[fluorescence artefact?]
> CSc1nc(N)n2nc(-c3ccc(Cl)cc3)cc2n1
  5, -1, 4, 5, -12, 6, 21, 2, -10
> Cc1cc(C)n(-c2cccc(CN3CCC(CO)(Cc4ccccc4)CC3)c2)n1
  -2, 0, -15, 6, -3, x, 15, -2, 1
> CCCCC(=O)OCc1nc2ccccc2s1
  -4, 3, -4, 1, -5, -4, -5, -1, -2
> CCOC(=O)Cc1[nH]nc2c1C(Cc1ccccc1)C(C#N)=C(N)O2 (stereo not drawn)
  -8, 7, -7, 5, -12, 0, 10, -4, 0
